High-throughput results as filed in PubChem.
Insulin prom inh: inhibitors of insulin promoter-driven GFP, primary screen, imaging, TRM-6 cells (human fetal islet line), eGFP reporter, cell count; reporter expression induced with tamoxifen; AID 1273, 2008; 0.9% of 130,000 active; inhibition, % at 2 µM;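 active = inhibition above the mean plus 3 SD, with well images judged a real hit on visual review, cut at about 60% in these data, passing the limit was not always enough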
SDO1 yeast rescue: growth rescue of sdo1-depleted yeast, primary screen, S. cerevisiae, bone marrow failure model; S. cerevisiae sdo1-depleted JHY4D growth rescue, OD600 30 h; active compounds read high; pdr5 snq2 efflux-pump mutant strain; z-score at 10 µM; 0.21% of 140,000 active; AID 817, 2007;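 active = z-score above 3 at both the 24 hr and the 30 hr optical density reads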;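 note: z-score against mean and SD of all compound wells on the same plate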
SDO1 yeast rescue Rescue 24 h: further read-out of SDO1 yeast rescue, marked with its call; z-score; S. cerevisiae sdo1-depleted JHY4D growth rescue, OD600; measured here: growth rescue at 24 h;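 0 is the plate mean of compound wells and units are plate SD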
Starred values were filed as active, the others as inactive; x = not tested or not shown; [ ] = dose if it differs, or a comment.

Start of the data: the first five entries (preview)
SMILES | Insulin prom inh | SDO1 yeast rescue | SDO1 yeast rescue Rescue 24 h
Cn1cc([N+](=O)[O-])c(C(=O)Nc2ccc3nc(-c4ccccc4)[nH]c3c2)n1 | x | 1.26 | 1.52
Nn1c(SCC(=O)NC2CCCCC2)nnc1-c1ccccc1 | -46.1 | 0.58 | 1.24
O=C(O)c1ccc(/C=N/Nc2ccc(F)cc2F)cc1 | -26.7 | x | x
Cc1ccc(-c2c3c(=O)n(C)c(=O)n(C)c3cn2Cc2cccnc2)cc1 | x | 0.55 | -0.29
COc1ccc(C/C(O)=C(\C#N)c2nc3ccccc3s2)cc1 | -112.5 | -0.24 | -0.7

Main list, previewed entries included:
SMILES | Insulin prom inh | SDO1 yeast rescue | SDO1 yeast rescue Rescue 24 h
Cn1cc([N+](=O)[O-])c(C(=O)Nc2ccc3nc(-c4ccccc4)[nH]c3c2)n1 | x | 1.26 | 1.52
Nn1c(SCC(=O)NC2CCCCC2)nnc1-c1ccccc1 | -46.1 | 0.58 | 1.24
O=C(O)c1ccc(/C=N/Nc2ccc(F)cc2F)cc1 | -26.7 | x | x
Cc1ccc(-c2c3c(=O)n(C)c(=O)n(C)c3cn2Cc2cccnc2)cc1 | x | 0.55 | -0.29
COc1ccc(C/C(O)=C(\C#N)c2nc3ccccc3s2)cc1 | -112.5 | -0.24 | -0.7
CC(NS(=O)(=O)c1ccc2c(c1)OCCCO2)C(=O)O (configuration not stated) | -23.8 | 2.05 | 1.6
Cn1cccc1CC(=O)N/N=C\c1c2ccccc2cc2ccccc12 | -15.4 | -0.59 | 1.25
O=C(c1cc(-c2cccnc2)nc2ccccc12)N1CCCc2ccccc21 | x | -0.68 | -0.86
COc1ccc(CCNC(=O)Cn2cnc3scc(-c4ccccc4)c3c2=O)cc1OC | -5.9 | x | x
Cn1cccc1/C=C1\CCc2ccccc2C1=O | -53.3 | x | x
Cc1cccc(NC(=S)NNC(=O)c2csc(C)c2)c1 | 28.6 | 0.97 | 0.42
CC1=C(C(=O)NCCN2CCOCC2)C2(CCC(C)CC2)OC1=O (configuration not stated) | x | 0.96 | 0.65
COc1cc(NC(=O)c2ccc3c(=O)n(Cc4ccco4)c(=S)[nH]c3c2)cc(OC)c1OC | -3.9 | -0.47 | 0.63
O=C(Cc1cccs1)N(c1ccc(Br)cc1)C1C=CS(=O)(=O)C1 (configuration not stated) | -83.3 | x | x
CC1C/C(=N\NC(=O)c2cccnc2)CC(C)(C)C1 (configuration not stated) | 8.3 | x | x
O=C(/C(=N/N=C/c1ccc(O)c(O)c1)c1ccccc1)c1ccccc1 | -96.3 | -1.21 | -0.89
CCSc1nc(-c2ccco2)ccc1C#N | 50.0 | -0.73 | 0.33
O=C(N/N=C\c1ccccc1)c1sccc1-n1cccc1 | 16.0 | 0.53 | 0.61
COc1ccc(/C=N/NC(=O)c2cccnc2)cc1CSc1nc2ccccc2s1 | x | -0.82 | -0.98
COC(=O)Nc1ccc(C)c2nsnc12 | x | 0.71 | 0.2
Cn1cc(C(CC(=O)O)C(=O)O)c2ccccc21 (configuration not stated) | 50.0 | 0.94 | 0.67
O=C1CCCN2N=C(SCC(=O)N3N=C(c4ccc(Br)cc4)CC3c3ccc(F)cc3)SC2=N1 (configuration not stated) | -90.5 | x | x
COc1ccc(C(=O)Cc2ccccc2)cc1OC | -38.5 | 0.53 | 0.32
O=C(CSc1nnc(CN2CCCCC2)n1-c1ccccc1)c1ccc2c(c1)OCO2 | x | 1.06 | 1.48
COc1ccc(C2Nc3ccccc3C(=O)N2c2ccccc2)cc1Cn1cc([N+](=O)[O-])cn1 (configuration not stated) | x | -0.03 | 0.49
Cc1nc(/C=[N+](\[O-])C(C)(C)/C=N/O)n(O)c1C | 17.2 | 0.23 | -0.18
C/C(=C\c1ccccc1)CN1CCN(c2ccccc2)CC1 | 5.4 | 0.04 | 0.57
COc1ccc(OC)c(/C=N/NC(=O)CSc2cc(C)nc3c(OC)cccc23)c1 | 26.7 | x | x
Cc1nn(C)cc1/C=N/NC(=O)Cn1nccc1C | -44.6 | 0.26 | -0.93
CC(O)CNCCCOc1cccc(C(F)(F)F)c1 (configuration not stated) | -471.4 | x | x
CCOC(=O)CNC(=O)c1ccccc1 | -27.0 | 0.03 | -0.5
O=C(NCCc1ccccn1)C1CC(=O)N(Cc2ccccc2Cl)C1 (configuration not stated) | -131.2 | 0.46 | -0.11
Fc1ccc(-n2c(Cc3ccccc3)nnc2SCc2nc(-c3ccc(Cl)cc3)no2)cc1 | -36.7 | -2.24 | -1.91
CC1CCCN(C(=O)CSc2nnc(-c3ccc(S(=O)(=O)N4CCOCC4)cc3)n2C)C1 (configuration not stated) | -9.1 | 0.89 | 1.07
Cc1cc(C)c2nc(N3CCCC(C(=O)N4CCN(c5ncccn5)CC4)C3)sc2c1 (configuration not stated) | 1.4 | -0.85 | 0.02
COc1ccc(Br)cc1CN1CCCCCCC1 | -395.0 | 1.1 | 1.04

Profiles, looked up by structure:
Shown for Cc1nn(C)cc1/C=N/NC(=O)Cn1nccc1C : Insulin prom inh = -44.6; SDO1 yeast rescue = 0.26; SDO1 yeast rescue Rescue 24 h = -0.93
Shown for CC(O)CNCCCOc1cccc(C(F)(F)F)c1 (configuration not stated) : Insulin prom inh = -471.4; SDO1 yeast rescue = x; SDO1 yeast rescue Rescue 24 h = x

Next part:
SMILES | Insulin prom inh | SDO1 yeast rescue | SDO1 yeast rescue Rescue 24 h
COc1cc(OC)c(C(=O)OCC(=O)c2cc(C)n(CC3CCCO3)c2C)cc1OC (configuration not stated) | -25.0 | x | x
O=C(CCN1CCN(c2ccccc2)CC1)Nc1nccs1 | -13.3 | 0.23 | -0.1
CCOC(=O)c1c(C)nc2sccn12 | x | 0.02 | -0.99
CC(C)(C)C1CCc2sc(-c3nnc(CCl)o3)cc2C1 (configuration not stated) | -28.6 | x | x
Cc1cc(NC(=O)c2ccc(Cl)cc2)no1 | -127.6 | 0.59 | -0.2
O=C(CCNS(=O)(=O)c1ccc(Br)cc1)NC1CCCCC1 | -50.0 | x | x
CCCCn1c(SCC(=O)c2ccc(OCC)cc2)nc2cc(S(N)(=O)=O)ccc21 | -18.9 | -0.98 | -0.36
CCOC(=O)CNC(=S)N(Cc1ccc(C)cc1)Cc1ccc(C)o1 | -2.9 | -0.49 | -0.76
CCCCNC(=O)Nc1ccccn1 | 31.0 | 0.57 | 0.55
Cc1noc(C)c1C(=O)OC(C(=O)NC1CCCC1)c1ccc(F)cc1 (configuration not stated) | -15.4 | 1.17 | 1.08
CCCN(CCC)C(=O)Cn1c(=O)n(CCCCC(=O)NCc2ccco2)c(=O)c2ccccc21 | 5.4 | -0.01 | -0.55
Cc1ccnn2c(-c3ccccc3)c3c(=O)n(C)c(=O)n(C)c3c12 | 1.3 | -0.45 | -0.71
Cc1ccccc1NC(=O)c1sc2nc3c(c(-c4ccco4)c2c1N)CCC3 | 0.0 | -0.35 | 0.37
Cc1cc(C)nc(SC(C)C(=O)N/N=C/c2cccs2)n1 (configuration not stated) | x | -0.02 | -1.21
COCCCNC(=O)CCNS(=O)(=O)c1ccc(C)cc1 | x | -0.41 | -0.97
COc1ccc(-c2nnc3n2C(C)(C)Cc2cc(OC)c(OC)cc2-3)cc1 | 3.2 | -0.67 | -1.05
O=C(Cc1cccs1)N1CCN(c2ccccn2)CC1 | x | -0.22 | -0.4
CCOC(=O)c1ccc(NC(=O)CCOc2ccc(OC)cc2)cc1 | -6.9 | -0.11 | -0.13
Cc1[nH]c2ccccc2c1/C=C(\C#N)C(=O)NCc1ccccc1 | x | 0.56 | 0.85
Cn1c(C(=O)NC2CC2)cc2c(=O)n(C)c3ccccc3c21 | x | 0.06 | 1.41
CCOC(=O)Cc1cnc(NC(=O)NC(C(=O)OCC)(c2ccccc2)C(F)(F)F)s1 (configuration not stated) | 33.3 | 0.04 | -0.32
COc1ccc(-c2noc(C(=O)NCc3ccccc3Cl)n2)cc1OC | 23.5 | x | x
CCOC(=O)CCCNC(=O)CN1C(=O)NC(CCc2ccccc2)C1=O (configuration not stated) | -9.7 | 0.46 | 0.26
CCOc1cc(NC(=O)c2cccs2)c(OCC)cc1NC(=O)c1ccco1 | 2.7 | -1.84 | -1.36
Cc1ccc(/C=C/C(=O)Nc2nnc(C)s2)o1 | 7.7 | -0.49 | -0.73
CCOC(=O)c1cc(C)sc1NC(=S)Nc1ccccc1 | 7.4 | -0.34 | 0.74
O=C(O)C1[C@H]2C(=O)N(Cc3cccs3)C[C@]23C=C[C@H]1O3 (some centres not stated) | x | 0.8 | 0.49
CS(=O)(=O)N(CC(=O)N1CCCC1)c1ccc2c(c1)OCCO2 | -11.5 | 0.89 | -0.01
CCOC(=O)c1sc(NC(=O)CCN2CCN(C)CC2)c(C(=O)OCC)c1C | 19.1 | x | x
Cc1cc(C)n2c(Nc3ccc4c(c3)OCCO4)c(-c3ccccc3)nc2n1 | 3.2 | 0.04 | 0.05
CCn1c(=O)c(C(=O)NC(C)C)c(O)c2ccccc21 | -54.8 | -1.27 | -0.98
COc1ccc2cc(C(=O)c3ccccc3)c(=O)oc2c1 | -35.1 | -0.57 | -0.3
OC(CNCCc1ccc(Cl)cc1)COCc1ccco1 (configuration not stated) | -21.4 | -0.03 | -0.66
Cn1c(=O)[nH]c(=O)c2c1ncn2CCCc1ccccc1 | x | 0.01[11.8 µM] | -0.19
Cc1c(Cl)cccc1NC(=S)N(Cc1ccco1)C(C)c1ccccn1 (configuration not stated) | 15.0 | x | x
CCCN1CCC(NC(=O)Nc2ccc(Br)cc2)CC1 | 18.2 | x | x
Cc1ccc(C(=O)N/C(N)=N/c2nc3ccccc3o2)cc1 | 4.3 | -0.01 | 0.33
N#Cc1c(Cl)cccc1-n1ccnc1 | 13.8 | 1.09 | 0.71
c1ccc(Cc2nnc(N3CCOCC3)c3ccccc23)cc1 | -25.0 | 0.08 | 0
Cc1ccc(/C=C/C(=O)OCC(=O)Nc2cccc(S(=O)(=O)N(C)C)c2)o1 | -38.5 | -0.09 | 0.31
S=C(NCc1ccco1)Nc1ccc(N2CCOCC2)cc1 | 30.0 | 0.04 | -1.12
CCCCN(CC)c1nc(N)c2c(N)nc(OCC)cc2c1C#N | 23.1 | -1.55 | -0.53
c1cc2cn[nH]c2cc1NC1CCCCCC1 | 30.0 | 0.12 | 0.06
CCCc1noc2c1/C(=N\O)CC(CC(C)SCC)C2 (configuration not stated) | x | -0.91 | -0.85
O=C(NCCN1CCOCC1)C1CCC(=O)N1Cc1ccccc1Cl (configuration not stated) | -0.4 | -0.01 | -0.34
Cc1ccc(S(=O)(=O)N2CCOCC2)cc1C(=O)NCCN1C(=O)S/C(=C\c2ccccc2Cl)C1=O | -73.3 | -0.11 | -0.02
N/C(=N\OC(=O)c1ccc(Br)cc1)c1ccccc1 | 3.3 | -2.51 | -2.1
CC1CN(S(=O)(=O)c2ccccc2)CC(C)O1 (configuration not stated) | -31.8 | 1.77 | 1.74
CCC(=O)Nc1ccc(Cl)c(NC(=S)NC(=O)COc2ccccc2)c1 | -72.4 | -0.79 | 0.24
O=C(C1=NN(c2ccccc2)C2C(=O)N(c3cccc(Cl)c3)C(=O)C12)c1ccccc1 (configuration not stated) | -17.9 | 0.18 | 0.46
Cc1ccccc1CSc1nnc(-c2ccco2)n1Cc1ccco1 | 53.9 | -0.68 | -0.6
O=C(O)c1cccn2c(=O)c3ccccc3nc12 | x | -0.48 | -0.89
Cc1cc(C)c(OCC(=O)Nc2cccc(NC(=O)c3ccco3)c2)c(Br)c1 | -13.0 | -1.32 | -0.41
Nc1cc(Cl)nc(N/N=C/c2ccccc2[N+](=O)[O-])n1 | x | 0.68 | 0.53
Cc1ccccc1-c1nnc(SCC(=O)Nc2ccc(Cl)cc2)n1N | 29.0 | -0.58 | -1.25
CCOC(=O)c1sc(NC(=O)CSc2n[nH]c(-c3ccncc3)n2)c(C#N)c1C | 41.4 | -0.53 | 1.07
Cc1ccccc1C(=O)/C(C#N)=N/Nc1c(C)n(C)n(-c2ccccc2)c1=O | -20.0 | -0.08 | -0.59
COc1ccc(-c2noc(CCC(=O)NCc3cccnc3)n2)cc1 | -25.9 | -0.11 | -0.7
COc1ccc2c(c1OC)C(=O)OC2CC(=O)O (configuration not stated) | -29.7 | 0.11 | 0.04
COc1cc(SC)ccc1C(=O)N1CCN(Cc2ccccc2)CC1 | -11.8 | x | x
Further records
SMILES | Insulin prom inh | SDO1 yeast rescue | SDO1 yeast rescue Rescue 24 h
Cc1cc(C)c(S(=O)(=O)c2ccc(Cl)cc2C)c(Cl)n1 | 48.7 | x | x
S=c1[nH]nc(COc2cccc(Cl)c2)n1Cc1ccccc1 | 23.5 | x | x
COc1cccc(C(=O)N2CCSC2=S)c1 | -15.4 | 0.28 | 0.51
CCOC(=O)C1CCCN(c2c(N3CCN(C)CC3)c(=O)c2=O)C1 (configuration not stated) | x | 1.64 | 1.81
Cc1ccc(NC(=O)/C(=C\C=C\c2ccccc2)NC(=O)c2ccccc2)cc1 | 13.6 | -0.58 | -0.81
COc1ccc(CCNC(=O)CSc2nc3[nH]ncc3c(=O)n2-c2cccc(C(F)(F)F)c2)cc1OC | -100.0 | x | x
Nc1nc2ccccc2n1C(=O)CCc1ccccc1 | 29.7 | -0.77 | -0.59
Cc1c(C(=O)N2CCOCC2)oc2ccc(S(=O)(=O)N3CCCCCC3)cc12 | x | -0.14 | 0.1
COc1ccc(NC(=O)C(CC(=O)O)Cc2ccccc2)cc1 (configuration not stated) | x | 0.54 | -0.22
Cc1cnn(-c2ccc3nnc(-c4ccc(Br)cc4)n3n2)c1 | x | 0.19 | 2.1

These rows are one share of the data (hit frequency here may not be typical).
